Tau fibril ThT = qHTS for Inhibitors of Tau Fibril Formation, Thioflavin T Binding; Potency, µM (series often up to 57.4 µM), for the others: at the highest dose activity, negative = inhibition, hits mostly inhibitors; Microtubule-associated protein tau (Homo sapiens), P10636; hit rate 2.1% among 270,000; recombinant tau K18 P301L, heparin-induced fibrillization, ThT fluorescence; further: on the % scale 0 is the no-effect control and ±100 the full control effect; nearly all actives have a fitted effect of over 55% in size
Target sequence (P10636 561-689 P618L limits assumed): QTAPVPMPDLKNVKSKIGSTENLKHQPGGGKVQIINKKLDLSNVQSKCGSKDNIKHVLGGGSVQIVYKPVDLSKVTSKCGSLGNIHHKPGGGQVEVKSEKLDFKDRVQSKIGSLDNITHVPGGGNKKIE
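Heparin-induced (20 uM) aggregation of recombinant human K18 P301L tau, 15 uM unlabeled with 0.24 uM labeled, pH 7 acetate buffer, 6 hr at 37 C with compound. Fibrils quantified by 30 uM ThT fluorescence after 1 hr ambient incubation.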
HTT aggregate = qHTS Multiplex Assay to Identify Dual Action Probes in a Cell Model of Huntington: Aggregate Formation (GFP); AID 1688, 2009; PC12 HttQ103-GFP aggregates, Acumen cytometry, 40 h; hit rate 1.1% among 220,000; Potency, µM (series often up to 46.1 µM), inactives show at the top dose activity change, negative = inhibition, most hits filed as inhibitors; further: on the % scale 0 is the no-effect control and ±100 the full control effect; nearly all actives have a fitted effect of over 60% in size
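Huntingtin Q103 exon 1–GFP aggregates in induced PC12 cells (100 nM tebufenozide) were quantified by cytometry from lysates, with compounds dosed in titration.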
HTT cytoprotect = qHTS Multiplex Assay to Identify Dual Action Probes in a Cell Model of Huntington: Cytoprotection (ATP); PC12 HTT-Q103 induced, cytoprotection, ATP luminescence, 40 h; Potency, µM (doses to about 56.4 µM), for the others: cytoprotection (ATP increase), most hits filed as activators; hit rate 0.14% among 230,000;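 further: % of control where 0% means no effect; nearly all actives have a fitted effect of over 45% in size; toxic huntingtin expression switched on by the ecdysone agonist tebufenozide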
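Compounds added alongside 100 nM tebufenozide, which induces toxic Q103 huntingtin exon 1-GFP in stable PC12 cells; surviving cells quantified by luminescent ATP measurement. Medium: phenol red-free DMEM, 5% equine and 5% calf serum.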
KDM4E inh = qHTS Assay for Inhibitors of Human Jumonji Domain Containing 2E (JMJD2E). JMJD2E catalytic domain, FDH-coupled NADH fluorescence (FDH is formaldehyde dehydrogenase). hit rate 1.6% among 230,000. Lysine-specific demethylase 4E (Homo sapiens), B2RXH2. Potency, µM (highest dose often 57.1 µM), inactives show at the highest dose activity change, negative = inhibition, most hits filed as inhibitors; active means well fitted inhibition curve with a large enough effect, not every such curve was filed as active; inconclusive means small, poorly fitted or top-dose-only effect, or another doubt; inactive means no such curve, though single readings can be large or run the other way;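 further: 0% = wells with enzyme and -100% = buffer wells without enzyme; nearly all actives have a fitted effect of over 50% in size; many of its hits are not listed in these tables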
Target sequence (B2RXH2 1-337 limits assumed): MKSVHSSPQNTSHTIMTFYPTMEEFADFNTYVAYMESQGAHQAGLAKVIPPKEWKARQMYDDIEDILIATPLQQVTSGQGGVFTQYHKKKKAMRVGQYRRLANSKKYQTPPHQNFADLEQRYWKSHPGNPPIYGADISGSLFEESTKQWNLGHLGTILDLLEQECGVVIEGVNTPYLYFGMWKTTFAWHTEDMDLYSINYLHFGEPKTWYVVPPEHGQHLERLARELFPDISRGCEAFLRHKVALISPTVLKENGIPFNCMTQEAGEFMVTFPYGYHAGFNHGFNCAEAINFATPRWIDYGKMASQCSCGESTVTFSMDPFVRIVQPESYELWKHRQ
ALDH1A1 block = qHTS Assay for Inhibitors of Aldehyde Dehydrogenase 1 (ALDH1A1). Aldehyde dehydrogenase 1A1 (Homo sapiens), P00352. Purified ALDH1A1, NADH fluorescence, propionaldehyde substrate. Potency, µM (top dose mostly 75.3 µM), for the others: at the highest dose activity, negative = inhibition, most hits filed as inhibitors. hit rate 7.3% among 220,000; active means well fitted inhibition curve with a large enough effect, not every such curve was filed as active; inconclusive means small, poorly fitted or top-dose-only effect, or another doubt; inactive means no such curve, though single readings can be large or run the other way;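 further: plate controls were no enzyme wells and a reference inhibitor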
Target sequence (P00352 whole entry, looked up): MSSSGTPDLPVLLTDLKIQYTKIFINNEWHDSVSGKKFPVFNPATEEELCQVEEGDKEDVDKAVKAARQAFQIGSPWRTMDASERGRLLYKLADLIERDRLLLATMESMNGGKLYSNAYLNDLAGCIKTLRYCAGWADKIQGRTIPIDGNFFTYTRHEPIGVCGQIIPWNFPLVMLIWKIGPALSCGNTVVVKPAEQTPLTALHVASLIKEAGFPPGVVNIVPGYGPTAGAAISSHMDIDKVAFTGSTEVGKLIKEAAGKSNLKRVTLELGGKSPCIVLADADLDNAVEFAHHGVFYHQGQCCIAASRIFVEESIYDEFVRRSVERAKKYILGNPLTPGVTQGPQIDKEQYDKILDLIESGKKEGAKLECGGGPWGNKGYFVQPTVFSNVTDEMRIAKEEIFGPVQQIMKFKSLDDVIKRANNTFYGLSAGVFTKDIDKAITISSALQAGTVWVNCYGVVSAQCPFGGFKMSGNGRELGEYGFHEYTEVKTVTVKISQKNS
SMN2 splice enh = qHTS Assay for Enhancers of SMN2 Splice Variant Expression; hit rate 2.8% among 210,000; Potency, µM (top dose mostly 46.1 µM), inactives show top-dose activity change, positive = activation, hits mostly activators; HEK293 SMN2-luciferase splicing reporter, luminescence, 30-36 h; further: % of control where 0% means no effect; nearly all actives have a fitted effect of over 55% in size
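qHTS luciferase splicing reporter: luminescence rises when SMN2 exon 7 is included in transfected HEK293 cells. Compound exposure lasted 30-36 h at 37C, with 4.5 mM final sodium butyrate as control, followed by a ONE-Glo read.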
Tau fluor counter = Counterscreen qHTS for Inhibitors of Tau Fibril Formation, Fluorescence Polarization. tau K18 P301L (four-repeat tau fragment) Alexa594 fluorescence, heparin fibrillization. Potency, µM (highest dose often 57.7 µM), without a hit: top-dose activity change, negative = decrease. hit rate 0.93% among 280,000; further: on the % scale 0 is the no-effect control and ±100 the full control effect; nearly all actives have a fitted effect of over 55% in size
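Human K18 P301L tau (15 uM unlabeled plus 0.24 uM Alexa 594-labeled, final) in 100 mM sodium acetate pH 7 was mixed with compound and 20 uM heparin and incubated 6 hr at 37 C.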
Tau FP inhib = qHTS for Inhibitors of Tau Fibril Formation, Fluorescence Polarization. Microtubule-associated protein tau (Homo sapiens), P10636. K18 P301L tau heparin fibrillization, Alexa594 FP, 6 h. Potency, µM (highest dose often 57.7 µM), for inactives: at the top dose activity, negative = inhibition, actives largely listed as inhibitors. hit rate 0.39% among 280,000. AID 1468, 2008; further: on the % scale 0 is the no-effect control and ±100 the full control effect; nearly all actives have a fitted effect of over 55% in size
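Quantitative HTS format: compounds meet 15 uM recombinant K18 P301L tau and Alexa 594-tau tracer in 100 mM sodium acetate pH 7; 20 uM heparin triggers fibrillization at 37 C over 6 hr; FP gives the signal.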
* hit, by the source's call; & = joins results of further samples; [ ] = remark or other dose. Unless noted, the call rests on the fitted dose curve; in most records, active means well fitted curve in the direction sought with a large enough effect; inconclusive means small, poorly fitted or top-dose-only effect, or another doubt; inactive means no such curve, though single readings can be large; an effect the other way counts as inactive or inconclusive. Potency means the concentration at half of the fitted maximal effect.

Screening COc1ccc(S(=O)(=O)Nc2c(C)n(C)n(-c3ccccc3)c2=O)cc1Br returned Tau fibril ThT -11%, SMN2 splice enh -9%, Tau fluor counter -13% and Tau FP inhib 3%.
`O=C(CC1NCCNC1=O)Nc1ccccc1` (stereo not given) gave Tau fibril ThT 7%, HTT aggregate 17%, HTT cytoprotect -16%, KDM4E inh 9%, ALDH1A1 block 2%, SMN2 splice enh 7%, Tau fluor counter 6% and Tau FP inhib 2%.
Screening Clc1ccc(-c2cc(COc3ccc4ccccc4c3)no2)cc1 returned Tau fibril ThT inconclusive, HTT aggregate -2%, HTT cytoprotect -10%, KDM4E inh 241%[activator], ALDH1A1 block 6%, SMN2 splice enh -7%, Tau fluor counter 1% and Tau FP inhib -3%.
Cc1ccc(C(=O)NNC(=O)c2nn(-c3ccc(F)cc3)ccc2=O)cc1 was read as Tau fibril ThT -4%, HTT aggregate -6%[9.22 µM], HTT cytoprotect -3%[10 µM], KDM4E inh -18%, Tau fluor counter -1% and Tau FP inhib 5%.
For Cn1ncc(C#N)c1/N=C/N1CCOCC1 the results were Tau fibril ThT 2%, HTT aggregate inconclusive, HTT cytoprotect 0%[0.074 µM], KDM4E inh 10%, ALDH1A1 block 10%, SMN2 splice enh -10%, Tau fluor counter 2% and Tau FP inhib -3%.
Screening O=C(NCc1ccccc1Cl)C1CCC(CNc2nc(=S)[nH]c3ccccc23)CC1 (stereo not given) returned Tau fibril ThT 4%, HTT aggregate -7%, HTT cytoprotect -56%[inhibitor], KDM4E inh -3%, ALDH1A1 block 9%, SMN2 splice enh 6%, Tau fluor counter -13% and Tau FP inhib -8%.
For CCCCNS(=O)(=O)c1ccc(C)c(-c2nnc3c4ccccc4c(C)nn23)c1 the results were Tau fibril ThT -3%, SMN2 splice enh -7%, Tau fluor counter -15% and Tau FP inhib -2%.
O=C(O)CCN1/C(=C/C=Nc2ccccc2)Oc2ccccc21 was read as Tau fibril ThT inconclusive, HTT aggregate 9%, HTT cytoprotect -14%[10 µM], KDM4E inh -5%, ALDH1A1 block 4%, SMN2 splice enh -2%, Tau fluor counter -8% and Tau FP inhib -7%.
For COc1ccccc1C(C)N(C)Cc1nc(COc2ccccc2)no1 (stereo not given) the results were Tau fibril ThT -16%, HTT aggregate 8%[9.22 µM], HTT cytoprotect -8%[10 µM], KDM4E inh inconclusive, ALDH1A1 block 1%, Tau fluor counter -17% and Tau FP inhib 4%.
For CC1CC(=O)N(CC(=O)Nc2ccc(OC(F)(F)F)cc2)c2ccccc2S1 (stereo not given) the results were Tau fibril ThT -1%, SMN2 splice enh 4%, Tau fluor counter -22% and Tau FP inhib 4%.
Cc1ccc([N+](=O)[O-])cc1NC(=O)Nc1cccc(F)c1 was read as Tau fibril ThT -10%, HTT aggregate 4%[9.22 µM], HTT cytoprotect 2%[10 µM], KDM4E inh 9%, ALDH1A1 block -1%, Tau fluor counter inconclusive and Tau FP inhib inconclusive.
CCCCCCC(=O)Nc1cc2nc3c(nc2cc1C)c(=O)n(C)c(=O)n3C was read as Tau fibril ThT inconclusive, SMN2 splice enh -15%, Tau fluor counter -25% and Tau FP inhib 0%.
Screening Cc1ccc(NC(=S)N(CCN2CCCCC2)Cc2ccco2)cc1 returned Tau fibril ThT 12%, HTT aggregate 1%, HTT cytoprotect -23%[10 µM], KDM4E inh 4%, ALDH1A1 block inconclusive, SMN2 splice enh -12%, Tau fluor counter 12% and Tau FP inhib 10%.
`CC(C)COc1ccc(C(=O)OCCN2CCOCC2)c(O)c1` gave Tau fibril ThT -13%, HTT aggregate 0%, HTT cytoprotect -1%, KDM4E inh 4%, ALDH1A1 block 12%, SMN2 splice enh -22%, Tau fluor counter -13% and Tau FP inhib 8%.
Screening Cc1ccc(CCNS(=O)(=O)c2cnc[nH]2)cc1 returned Tau fibril ThT 4%, HTT aggregate -18%, HTT cytoprotect -8%, KDM4E inh 3%, ALDH1A1 block 5%, Tau fluor counter 5% and Tau FP inhib 4%.
For CC1CN(Cc2cc(=O)n3ccsc3n2)CC(C)O1 (stereo not given) the results were Tau fibril ThT 5%, HTT aggregate -1%, HTT cytoprotect 1%, KDM4E inh inconclusive, ALDH1A1 block -8%, SMN2 splice enh 5%, Tau fluor counter 1% and Tau FP inhib -4%.
CCCCCCN(C(=O)CCCCCN1C(=O)NC(c2ccc(-c3ccccc3)cc2)C(C(=O)OCc2ccccc2)=C1C)C(C(=O)NCCCC)c1ccc(O)cc1 (stereo not given) was read as Tau fibril ThT -16%&0%, HTT aggregate -15%, HTT cytoprotect -5%, KDM4E inh -15%&-11%, ALDH1A1 block 3%&9%, SMN2 splice enh -14%&-5%, Tau fluor counter -14%&-2% and Tau FP inhib -5%&-2%.
CC(NC(=O)COC(=O)[C@@H]1CCCN1S(=O)(=O)c1ccccc1F)C12CC3CC(CC(C3)C1)C2 (stereo not given in full) was read as Tau fibril ThT -10%, HTT aggregate 3%, HTT cytoprotect -8%[10 µM], KDM4E inh -25%, ALDH1A1 block inconclusive, SMN2 splice enh -3%, Tau fluor counter -8% and Tau FP inhib -3%.
CCOc1ccc2sc(NS(=O)(=O)c3ccc(N)cc3)nc2c1 was read as Tau fibril ThT inconclusive, HTT aggregate -20%[9.22 µM], HTT cytoprotect -10%[10 µM], KDM4E inh -5%, ALDH1A1 block 6%, Tau fluor counter -27% and Tau FP inhib 0%.
Screening O=C(CCCC(=O)OCC1CCCO1)OCC1CCCO1 (stereo not given) returned Tau fibril ThT -9%, HTT aggregate -2%, HTT cytoprotect -14%, KDM4E inh -4%, ALDH1A1 block 9%, Tau fluor counter -6% and Tau FP inhib -5%.

Next section, starting with the last two of the part before.
CCOc1ccc2sc(NS(=O)(=O)c3ccc(N)cc3)nc2c1 was read as Tau fibril ThT inconclusive, HTT aggregate -20%[9.22 µM], HTT cytoprotect -10%[10 µM], KDM4E inh -5%, ALDH1A1 block 6%, Tau fluor counter -27% and Tau FP inhib 0%.
Screening O=C(CCCC(=O)OCC1CCCO1)OCC1CCCO1 (stereo not given) returned Tau fibril ThT -9%, HTT aggregate -2%, HTT cytoprotect -14%, KDM4E inh -4%, ALDH1A1 block 9%, Tau fluor counter -6% and Tau FP inhib -5%.
`CN1OC(c2ccccc2)=C(CO)C1c1ccccc1` (stereo not given) gave Tau fibril ThT -4%, HTT aggregate 17%, KDM4E inh -4%, ALDH1A1 block -3%, SMN2 splice enh 0%, Tau fluor counter 4% and Tau FP inhib -1%.
Screening CCN(CC)c1ccc(NC(=O)Cn2c(C)c3cnn(-c4ccccc4)c(=O)c3c2C)c(C)c1 returned Tau fibril ThT -4%, SMN2 splice enh 15%, Tau fluor counter -16% and Tau FP inhib 5%.
O=C(Oc1ccccc1N1CCOCC1)c1sccc1Br was read as Tau fibril ThT -6%, HTT aggregate 2%[9.22 µM], HTT cytoprotect 5%[10 µM], KDM4E inh -7%, ALDH1A1 block 7%, Tau fluor counter -13% and Tau FP inhib 3%.
For COc1ccc(C(=O)C2CCCN(C(=O)CCc3scnc3C)C2)c(C)c1 (stereo not given) the results were Tau fibril ThT 28µM*, HTT aggregate 20%[9.22 µM], HTT cytoprotect -14%[10 µM], KDM4E inh inconclusive, ALDH1A1 block inconclusive, Tau fluor counter -30% and Tau FP inhib -49%.
For CCNC(=S)Nc1nc2c(cc1C(=O)OCC)CCCC2 the results were Tau fibril ThT 2%, HTT aggregate 3%, HTT cytoprotect -10%[10 µM], KDM4E inh 6%, ALDH1A1 block inconclusive, SMN2 splice enh -31%[inhibitor], Tau fluor counter -1% and Tau FP inhib 1%.
COc1ccc(Nc2cc(C(=O)NCCCN(C)C3CCCCC3)c3ccccc3n2)cc1 was read as Tau fibril ThT inconclusive, SMN2 splice enh -9%, Tau fluor counter 11µM*[quencher] and Tau FP inhib inconclusive.
Screening Cn1nnnc1SCC1=C(C(=O)O)N2C(=O)C(NC(=O)C(OC=O)c3ccccc3)C2SC1 (stereo not given) returned Tau fibril ThT -21%, HTT cytoprotect -18%, KDM4E inh -19%, ALDH1A1 block -14%, SMN2 splice enh -8%, Tau fluor counter -5% and Tau FP inhib -12%.
For Cc1cc(C)n(Cc2ccc(C(=O)O)o2)n1 the results were Tau fibril ThT -7%, HTT aggregate inconclusive, HTT cytoprotect -17%, KDM4E inh 10%, ALDH1A1 block 7%, SMN2 splice enh -6%, Tau fluor counter -6% and Tau FP inhib -6%.
Screening CCCCOc1ccc(S(=O)(=O)NNC(=O)c2cc3ccccc3o2)cc1 returned Tau fibril ThT 1%, HTT aggregate 10%, HTT cytoprotect -19%[10 µM], KDM4E inh 4%, ALDH1A1 block 5%, Tau fluor counter -2% and Tau FP inhib 11%.
`COc1ccc(-c2cc(C(F)F)n3ncc(C(=O)NCCCN4CCCC4=O)c3n2)cc1` gave Tau fibril ThT -9%, HTT aggregate 23%, HTT cytoprotect -6%, KDM4E inh inconclusive, ALDH1A1 block inconclusive, SMN2 splice enh 3%, Tau fluor counter -1% and Tau FP inhib 5%.
For CCOc1ccc(C(OC(=O)c2ccco2)C(=O)NCc2ccc(C)cc2)cc1 (stereo not given) the results were Tau fibril ThT -6%, HTT aggregate -2%, HTT cytoprotect -1%, KDM4E inh 5%, ALDH1A1 block 7%, SMN2 splice enh 0%, Tau fluor counter -14% and Tau FP inhib 8%.
Screening Cc1ccc(CN(Cc2ccco2)C(=O)COc2ccc(C)c(C)c2)cc1 returned Tau fibril ThT -14%, SMN2 splice enh -18%, Tau fluor counter -10% and Tau FP inhib 2%.
`CCOC(=O)C1=C(O)/C(=C/c2ccc(OCC(=O)O)c(OCC)c2)SC1=Nc1ccc(OC)cc1` gave Tau fibril ThT inconclusive, HTT aggregate 15%, HTT cytoprotect 27%[10 µM], KDM4E inh -7%, ALDH1A1 block 0%, SMN2 splice enh 7%, Tau fluor counter 13% and Tau FP inhib 3%.

The list is partial (hit frequency here may not be typical).
